GAA inh – inhibitors of human lysosomal alpha-glucosidase; Potency, µM (titrated, usually from 76.9 µM), without a hit: top-dose activity change, negative = inhibition, usual class: inhibitors; hit rate 0.005% among 200,000; purified human GAA, 4-MU-alpha-glucoside fluorescence;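 further: potency means the concentration at half of the fitted maximal effect; plate controls were uninhibited enzyme wells for no effect and no-enzyme background for full effect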
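qHTS format, compound range up to 77 uM. Human lysosomal enzyme at 4 nM, 400 uM 4-MU glucoside substrate, pH 5.0, 20 min room temperature; fluorescence after alkaline stop gives activity normalized to controls.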
GAA spleen mod – inhibitors or activators of human alpha-glucosidase in spleen homogenate | P10253 | human spleen homogenate, 4-MU-alpha-glucoside fluorescence | Potency, µM (series often up to 79.9 µM), without a hit: at the top dose activity change, negative = inhibition, actives largely listed as inhibitors | hit rate 0.006% among 240,000 | AID 2112;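 further: potency means the concentration at half of the fitted maximal effect; 0% = enzyme with vehicle and -100% = no enzyme basal signal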
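Enzyme source: human spleen homogenate, 1 ug/well. Buffer 50 mM citric acid/K phosphate pH 5.0, 0.01% Tween-20. 4-MU-alpha-glucoside 1 mM; 37 C x 40 min; NaOH/glycine stop; fluorescence.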
HTT cytoprotect – Huntington cell model cytoprotection by ATP luminescence | PC12 HTT-Q103 induced, cytoprotection, ATP luminescence, 40 h | Potency, µM (top dose mostly 56.4 µM), without a hit: cytoprotection (ATP increase), most hits filed as activators | hit rate 0.14% among 230,000 | AID 1471;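 further: potency means the concentration at half of the fitted maximal effect; % of control where 0% means no effect; nearly all actives have a fitted effect of over 45% in size; toxic huntingtin expression switched on by the ecdysone agonist tebufenozide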
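Rat PC12, Q103 Htt exon1-GFP fusion, ecdysone promoter; tebufenozide inducer 100 nM final; compound titration; qHTS, 1500 cells/well; ATPlite luminescent read.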
CBFb RUNX1 block – blocks binding between human CBF-beta and RUNX1; AlphaScreen CBFb-His/RUNX1-biotin binding, biochemical; Potency, µM (titrated, usually from 59.8 µM), without a hit: at the highest dose activity, negative = inhibition, actives largely listed as inhibitors; 230,000 tested, under 10 active; further: % of control where 0% means no effect
Target sequence (Q01196 whole entry, looked up): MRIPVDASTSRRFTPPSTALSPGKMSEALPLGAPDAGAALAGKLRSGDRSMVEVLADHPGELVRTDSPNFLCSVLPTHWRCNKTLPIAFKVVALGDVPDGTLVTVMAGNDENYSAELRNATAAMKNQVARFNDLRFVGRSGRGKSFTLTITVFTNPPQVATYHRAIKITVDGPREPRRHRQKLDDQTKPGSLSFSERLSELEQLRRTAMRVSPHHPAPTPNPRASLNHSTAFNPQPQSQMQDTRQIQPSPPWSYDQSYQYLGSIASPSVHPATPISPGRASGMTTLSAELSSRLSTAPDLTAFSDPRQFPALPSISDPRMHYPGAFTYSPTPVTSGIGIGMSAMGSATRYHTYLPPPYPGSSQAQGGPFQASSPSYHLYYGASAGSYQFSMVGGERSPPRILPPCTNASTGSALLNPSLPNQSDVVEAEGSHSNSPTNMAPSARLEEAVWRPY
Target sequence (Q13951 whole entry, looked up): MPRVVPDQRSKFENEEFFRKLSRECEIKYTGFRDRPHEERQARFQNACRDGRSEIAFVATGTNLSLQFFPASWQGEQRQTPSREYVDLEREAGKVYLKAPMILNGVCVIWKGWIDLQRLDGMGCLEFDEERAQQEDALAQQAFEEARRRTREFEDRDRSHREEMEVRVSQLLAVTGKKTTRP
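Read-out: AlphaScreen. Format: His-CBF-beta with biotinylated RUNX1 (30 nM each) preincubated 20 min, compound 15 min, Ni-chelate plus streptavidin beads 90 min; room temperature throughout.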
HTT aggregate – mutant huntingtin aggregation inhibition; hit rate 1.1% among 220,000; PC12 HttQ103-GFP aggregates, Acumen cytometry, 40 h; AID 1688; Potency, µM (top dose mostly 46.1 µM), for the others: at the top dose activity change, negative = inhibition, hits mostly inhibitors; further: potency means the concentration at half of the fitted maximal effect; on the % scale 0 is the no-effect control and ±100 the full control effect; nearly all actives have a fitted effect of over 60% in size
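PC12 cells stably carrying ecdysone-inducible HTT exon 1 Q103–GFP were induced with tebufenozide (100 nM final) and treated with library compounds in titration. GFP aggregates in lysates were counted by laser scanning cytometry.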
Lamin A splicing – LMNA splicing modulation; AID 1487; hit rate 0.01% among 200,000; Potency, µM (titrated, usually from 46.1 µM), for the others: at the top dose ratio change, negative = inhibition, actives largely listed as inhibitors; HeLa LMNA splicing GFP/RFP minigene ratio, 48 h; active means well fitted inhibition curve with a large enough effect in the signal ratio, with a control signal flat, not every such curve was filed as active; inconclusive means small, poorly fitted or top-dose-only effect, or effect the other way, or a change in a side signal; the % refers to the signal ratio; further: potency means the concentration at half of the fitted maximal effect; on the % scale 0 is the no-effect control and ±100 the full control effect
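Read-out is the ratio of GFP to DsRed2 object intensity, acquired by 488 nm laser-scanning cytometry on HeLa lamin A-EGFP minigene reporter cells. Compound incubation 48 hrs at 37 °C in Opti-MEM with 2% FBS; DMSO 0.5% final.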
GAA glycogen – inhibitors or activators of human alpha-glucosidase glycogen cleavage; recombinant GAA, glycogen substrate, Amplex Red glucose oxidase fluorescence; AID 2100; Potency, µM (highest dose often 76.4 µM), inactives show at the highest dose activity change, negative = inhibition, most hits filed as inhibitors; P10253; hit rate 0.38% among 300,000;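 further: potency means the concentration at half of the fitted maximal effect; 0% = full enzyme reaction and -100% = no-enzyme basal signal; the screen sought inhibitors and activators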
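Recombinant human alpha-glucosidase (4 nM final) hydrolysed bovine liver glycogen (30 ug) for 40 min at 37 C in pH 5.0 citrate/phosphate with 0.01% Tween-20. Released glucose detected by glucose oxidase/Amplex Red, Ex 573/Em 610 nm. Compounds up to 77 uM; AC50 from Hill fits.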
* = called active by the depositor; ? = inconclusive; . = no result given; & = joins results of further samples; [ ] = remark or other dose. Unless noted, the call rests on the fitted dose curve; in most records, active means well fitted curve in the direction sought with a large enough effect; inconclusive means small, poorly fitted or top-dose-only effect, or another doubt; inactive means no such curve, though single readings can be large; an effect the other way counts as inactive or inconclusive.

SMILES | GAA inh | GAA spleen mod | HTT cytoprotect | CBFb RUNX1 block | HTT aggregate | Lamin A splicing | GAA glycogen
CSc1ccccc1C(=O)N1CCN(c2ccc(F)cc2)CC1 | 0% | -6% | -9% | -3% | 16%[1.84 µM] | 6% | 4%
CSc1nnc(-c2ccncc2)n1/N=C/c1cn(-c2ccccc2)nc1-c1ccc(Cl)cc1 | . | 1% | -15%[10 µM] | 11% | -15%[9.22 µM] | . | 6%
OC[C@H]1O[C@@H](O[C@@H]2[C@@H](CO)O[C@](O)(CO)[C@H]2O)[C@H](O)[C@@H](O)[C@H]1O | . | 12% | ? | -6%[21.7 µM] | . | . | .
COc1ccc2cc(CN(Cc3ccco3)Cc3nnnn3C3CCCCC3)c(=O)[nH]c2c1 | -4% | -2% | -22%[10 µM] | -8% | -8% | ? | -12%
CC[C@H](C)[C@@H]1NC(=O)c2cc([N+](=O)[O-])cc(I)c2NCC[C@@H](C(N)=O)NC(=O)[C@H](CCCN=C(N)N)NC1=O | 1% | 0% | . | 1%[2.36 µM] | -12% | -4% | 4%
O=C(Nc1ccccc1OC(F)F)c1ccc(F)cc1 | 6% | -2% | 7% | 11% | ? | 15% | 7%
Cc1cc2ncn(/N=C/c3ccc(-c4ccccc4)o3)c2cc1C | 2% | -9% | 6% | 2% | 2% | ? | -3%
Oc1[nH]c2ccccc2c1N=Nc1ccccc1 | 0%[15.4 µM] | -14% | -3%[10 µM] | -8% | -13%[9.22 µM] | ? | 6%
CCn1c(COc2ccccc2)nnc1SCC(=O)NC1CCCCC1 | -3% | 0% | -5% | 1% | -9% | 8% | 0%
COc1ccc2c(c1)OCC1=C2CCC2(C)C(=O)CC=C12 (stereo not drawn) | 6% | -4% | -21% | -7% | 19% | -17% | -16%
FC(F)(F)c1ccccc1-c1nccc(-n2ccnc2)n1 | . | 13% | -70%[inhibitor] | . | . | ? | .
COc1cc(/C=N/n2c(-c3n[nH]c4c3CCC4)n[nH]c2=S)cc(OC)c1O | . | 2% | 5%[10 µM] | 3% | -18%[9.22 µM] | . | ?
Cc1nc2ncccn2c1-c1csc(Nc2ccc(N(C)C)cc2)n1 | 8% | -2% | -107%[inhibitor] | ? | -24%[9.22 µM] | ? | ?
COc1ccc(-c2c[n+]3c4n2CCCCC4=C(c2ccccc2)C3)cc1 | 13% | -4% | -55%[inhibitor] | -11% | ? | 3% | 12%
O=C(CSCc1cccc(Cl)c1)NCc1ccc2c(c1)OCO2 | 10% | -1% | 20% | -5% | 2% | 15% | 2%
CCc1ccc(CN(C)C(=O)CC2C(=O)NCCN2Cc2ccoc2)cc1 (stereo not drawn) | -1% | 12% | 14%[10 µM] | -4% | 17%[9.22 µM] | 6%[46 µM] | -10%
CCC(C)NC(=O)C1c2ccccc2Oc2ccccc21 (stereo not drawn) | -5%[15.4 µM] | -3% | -10%[10 µM] | -1% | -6%[9.22 µM] | . | 20%
O=C(NCc1ccc2c(c1)OCO2)c1cc2c(s1)CS(=O)(=O)C2 | 2% | -2% | 9% | -8% | 7% | 0% | 7%
CCC1=C2CC[C@H]3C(=O)N(CC)C(=O)[C@H]3[C@H]2[C@@]2(Cc3ccccc3)C(=NCCOC)OC(=O)N2C1=O | . | 2%&2% | 0% | 3%&5% | -7%[9.22 µM] | . | 3%
CC(C)(C)c1ccc(C(=O)Nc2ccc(S(N)(=O)=O)cc2)cc1 | . | -3% | -63%[inhibitor][10 µM] | -10% | -23%[9.22 µM] | . | 7%
N#Cc1cnc(SCC(=O)NNC(=O)COc2cccc3ccccc23)nc1N | 8% | -1% | 27%[10 µM] | -5% | 5% | -8% | 2%
CCOCCCNS(=O)(=O)c1ccc2c(c1)OCCO2 | 0% | 8% | 6%[10 µM] | 2% | 5% | -2% | 1%
Cn1c(=O)c2[nH]c(NCCCN3CCOCC3)nc2n(C)c1=O | 5% | -11% | -7% | -8% | 8%[9.22 µM] | -3% | -10%
CCOC(=O)CNC(=S)n1cnc(N)n1 | 1% | 11% | -11%[10 µM] | -2% | 6% | ? | -1%
COc1ccc(NC(=S)NC(NC(=O)c2ccc(Cl)cc2Cl)C(Cl)(Cl)Cl)c([N+](=O)[O-])c1 (stereo not drawn) | 0% | 5% | 0% | ? | ? | ? | -4%

Retrieved by compound from the list above:
SMILES | GAA inh | GAA spleen mod | HTT cytoprotect | CBFb RUNX1 block | HTT aggregate | Lamin A splicing | GAA glycogen
N#Cc1cnc(SCC(=O)NNC(=O)COc2cccc3ccccc23)nc1N | 8% | -1% | 27%[10 µM] | -5% | 5% | -8% | 2%
CCC(C)NC(=O)C1c2ccccc2Oc2ccccc21 (stereo not drawn) | -5%[15.4 µM] | -3% | -10%[10 µM] | -1% | -6%[9.22 µM] | . | 20%

(continued)
SMILES | GAA inh | GAA spleen mod | HTT cytoprotect | CBFb RUNX1 block | HTT aggregate | Lamin A splicing | GAA glycogen
CCN(CC)C(=O)N1CCN(Cc2ccc3c(c2)OCO3)CC1 | 8% | 6% | -19% | 6% | 2%[9.22 µM] | ? | -15%
COc1ccc(/C=C(\NC(=O)c2ccccc2)C(=O)NC2CCS(=O)(=O)C2)cc1 (stereo not drawn) | . | -1% | 10%[10 µM] | 5% | 18%[9.22 µM] | . | 2%
CC(=O)c1cccc(CN2CCCC(C(=O)c3ccc4c(c3)OCO4)C2)c1 (stereo not drawn) | -13% | -1% | 5%[10 µM] | -13% | 14%[9.22 µM] | 13%[46 µM] | -3%
CCC(Sc1nc2ccccc2c2nc3ccccc3n12)C(=O)NCc1ccco1 (stereo not drawn) | -2% | -5% | -14% | 16% | -1%[1.84 µM] | 5% | -15%
COc1ccc(-n2nnnc2-c2nc3ccccc3s2)cc1 | ? | 2% | -32%[10 µM] | 18% | -1% | ? | 15%
Cc1sc(NC(=O)c2cccc([N+](=O)[O-])c2)c(C(N)=O)c1-c1ccc(C(C)(C)C)cc1 | -2% | 3% | -8% | 1% | -8% | 11% | -5%
CCOC(=O)Cn1nnnc1C(CC)N(Cc1cccs1)Cc1cc2cc(C)ccc2[nH]c1=O (stereo not drawn) | ? | -5% | 2% | -7% | -25% | -6% | 0%
CCOc1nc(NCCO)nc(Nc2ccccc2F)n1 | ? | 1% | 3%[10 µM] | 8% | -10%[9.22 µM] | . | -10%
COc1ccc(NC(=O)CC(C)c2ccccc2)c([N+](=O)[O-])c1 (stereo not drawn) | -13% | 4% | 12%[0.074 µM] | -20% | 17% | 3% | -3%
CCCCN(CC)C(=O)CSc1nc2n[nH]c(C)c2c(=N)n1-c1cccc(C)c1 | -15% | -2% | -37% | -3% | ? | ? | -6%
O=C(CSc1nnc(CNC(=O)c2cccs2)o1)c1ccccc1 | 2% | -10% | -3% | 6% | 9% | -6% | -4%
CCN(CC)S(=O)(=O)c1ccc(Cl)c(C(=O)NCc2ccccc2Cl)c1 | ? | -16% | 1% | 0% | -29% | ? | 16%
COc1ccc(/C=C/C(=O)OCC(=O)NC2CCCC(C)C2C)cc1S(=O)(=O)N1CCOCC1 (stereo not drawn) | -3% | 1% | -10% | -12% | -3% | . | 10%
O=C(Cc1ccc(F)cc1)NC1CCSC1=O (stereo not drawn) | 10% | 7% | 9%[10 µM] | 5% | 10%[9.22 µM] | -5%[46 µM] | -3%
O=C(O)CSCC(=O)N1CCCCC1 | -3% | -19% | 9%[10 µM] | 0% | 6%[9.22 µM] | 4%[46 µM] | 15%
c1ccc(-c2nc(-c3ccco3)cs2)nc1 | . | 0% | 2% | 0% | -16% | 27% | -1%
CCC1(C)OC(=O)NN(c2ccc(C)cc2)C1(C)O (stereo not drawn) | -7% | -5% | -11%[10 µM] | 3% | 2% | 6% | -24%
CCOC(=O)N1CCN(C(=O)C2CCN(S(=O)(=O)N(CC)CC)CC2)CC1 | 0% | 7% | -8% | 11% | 13% | 4% | 3%
Cc1cccc(Cn2nc(C)cc2NC(=O)Cn2cc([N+](=O)[O-])cn2)c1 | 1% | -11% | -9% | 3% | -21% | . | -1%
Fc1ccccc1CSc1nnc(Cn2cnc3ccccc32)n1-c1ccccc1 | -11% | -4% | 20% | 7% | -17% | -9% | -8%
COc1ccc(-n2nc(C(=O)NCC(=O)NCc3ccco3)c3ccccc3c2=O)cc1 | 0% | 2% | -24% | 1% | -5% | 5% | -4%
c1ccc(CCc2nc(-c3cccnc3)no2)cc1 | -3% | 0% | 5% | 3% | -13% | 3% | -5%

Laid out differently: entries from further up.
SMILES	GAA inh	GAA spleen mod	HTT cytoprotect	CBFb RUNX1 block	HTT aggregate	Lamin A splicing	GAA glycogen
CCN(CC)C(=O)N1CCN(Cc2ccc3c(c2)OCO3)CC1	8%	6%	-19%	6%	2%[9.22 µM]	?	-15%
COc1ccc(/C=C(\NC(=O)c2ccccc2)C(=O)NC2CCS(=O)(=O)C2)cc1 (stereo not drawn)	.	-1%	10%[10 µM]	5%	18%[9.22 µM]	.	2%
CC(=O)c1cccc(CN2CCCC(C(=O)c3ccc4c(c3)OCO4)C2)c1 (stereo not drawn)	-13%	-1%	5%[10 µM]	-13%	14%[9.22 µM]	13%[46 µM]	-3%
CCC(Sc1nc2ccccc2c2nc3ccccc3n12)C(=O)NCc1ccco1 (stereo not drawn)	-2%	-5%	-14%	16%	-1%[1.84 µM]	5%	-15%
COc1ccc(-n2nnnc2-c2nc3ccccc3s2)cc1	?	2%	-32%[10 µM]	18%	-1%	?	15%
Cc1sc(NC(=O)c2cccc([N+](=O)[O-])c2)c(C(N)=O)c1-c1ccc(C(C)(C)C)cc1	-2%	3%	-8%	1%	-8%	11%	-5%
CCOC(=O)Cn1nnnc1C(CC)N(Cc1cccs1)Cc1cc2cc(C)ccc2[nH]c1=O (stereo not drawn)	?	-5%	2%	-7%	-25%	-6%	0%
CCOc1nc(NCCO)nc(Nc2ccccc2F)n1	?	1%	3%[10 µM]	8%	-10%[9.22 µM]	.	-10%
COc1ccc(NC(=O)CC(C)c2ccccc2)c([N+](=O)[O-])c1 (stereo not drawn)	-13%	4%	12%[0.074 µM]	-20%	17%	3%	-3%
CCCCN(CC)C(=O)CSc1nc2n[nH]c(C)c2c(=N)n1-c1cccc(C)c1	-15%	-2%	-37%	-3%	?	?	-6%
O=C(CSc1nnc(CNC(=O)c2cccs2)o1)c1ccccc1	2%	-10%	-3%	6%	9%	-6%	-4%
CCN(CC)S(=O)(=O)c1ccc(Cl)c(C(=O)NCc2ccccc2Cl)c1	?	-16%	1%	0%	-29%	?	16%

Screening results from PubChem.
